Screening results as filed in PubChem BioAssay.
TEAD-YAP block: TEAD-YAP interaction inhibition; actives 1.4% (n = 640,000); AID 1259422; HEK-TIYL cells, TEAD-Gal4/YAP UAS-luciferase luminescence; inhibition, % at 9.12 µM; in the data active = inhibition above about 32%;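 note: 0% = median of test compound wells and 100% = reference inhibitor wells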
MITF inh: blocks human microphthalmia-associated transcription factor | AlphaScreen MITF homodimerization, bead proximity signal | O75030 | inhibition, % at 2.6 µM | actives 0.91% (n = 650,000) | AID 1259374; in the data active = inhibition above about 50%;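 note: 0% = vehicle wells with protein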
GPR151 ag: activators of human GPR151; actives 1% (n = 650,000); activation, % at 11.2 µM; PathHunter beta-arrestin GPR151 cells, luminescence; in the data active = activation above about 4.9%;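 note: 0% = median of compound wells and 100% = cells with positive control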
FBW7 activator: human FBW7 E3 ligase activation, primary screen. normalized activity (activation), % at 26.1 µM. Q969H0. AID 1259310. actives 0.13% (n = 650,000). AlphaScreen FBW7–phospho-cyclin E peptide binding, activator screen; in the data active = normalized activity above about 1.9%;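 note: purified mutant Fbw7 with reduced substrate affinity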
Target sequence (Q969H0 whole entry, looked up): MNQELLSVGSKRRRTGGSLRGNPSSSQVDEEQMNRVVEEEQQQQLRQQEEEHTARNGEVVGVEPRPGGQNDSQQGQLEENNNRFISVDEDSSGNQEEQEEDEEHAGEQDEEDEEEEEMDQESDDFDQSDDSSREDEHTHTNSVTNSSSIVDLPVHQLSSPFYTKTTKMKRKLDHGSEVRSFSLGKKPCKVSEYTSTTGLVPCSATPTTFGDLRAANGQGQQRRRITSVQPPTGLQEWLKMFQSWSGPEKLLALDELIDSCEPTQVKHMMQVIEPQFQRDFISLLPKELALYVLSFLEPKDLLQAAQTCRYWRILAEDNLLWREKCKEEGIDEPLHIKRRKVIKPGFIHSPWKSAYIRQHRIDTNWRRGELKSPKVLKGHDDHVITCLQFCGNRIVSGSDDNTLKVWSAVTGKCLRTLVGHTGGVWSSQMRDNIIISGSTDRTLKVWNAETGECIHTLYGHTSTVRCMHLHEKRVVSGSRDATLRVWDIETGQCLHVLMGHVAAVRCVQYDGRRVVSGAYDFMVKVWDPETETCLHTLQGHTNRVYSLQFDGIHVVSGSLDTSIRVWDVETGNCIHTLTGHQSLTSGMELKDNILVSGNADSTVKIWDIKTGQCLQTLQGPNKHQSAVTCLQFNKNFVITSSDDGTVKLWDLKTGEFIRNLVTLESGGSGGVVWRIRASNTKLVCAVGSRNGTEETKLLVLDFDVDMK
Numbers without * were called inactive; & = joins results of further samples. This is a random part of the collection; any-hit rate near 3.4%.

Results follow in this order: TEAD-YAP block, MITF inh, GPR151 ag, FBW7 activator
COc1cccc(NC(=O)CN2CCN(c3ccccn3)CC2)c1
  11.2, 5.7, -2.0, -0.2
Cc1ccc(NC(=O)Cn2nnc(C(=O)NCc3ccc4c(c3)OCO4)c2N)c(C)c1
  8.7, 5.5, 1.0, 0.0
O=c1oc2ccc3ccccc3c2cc1-c1nnc(Nc2ccc(Oc3ccc(Cl)c4ccccc34)c(Cl)c2)s1
  21.3, 13.3, -0.4, 1.0
Cc1ccc(CN2CCC(N3CCC(C(=O)NCc4ccccn4)CC3)CC2)cc1
  3.4, 10.6, -0.1, 0.2
COc1ccc2nc(NC(=O)C(NS(=O)(=O)c3cccs3)C(C)C)sc2c1 (stereo not given)
  14.2, 4.0, -0.3, 0.0
O=C(CSc1nnc(NC(=O)c2ccco2)s1)NCc1ccco1
  -7.8, 17.2, -0.1, -0.2
Cc1ccccc1C(=O)Nc1cc(=O)n(C)c(=O)n1C
  -1.6, -4.4, 2.3, -0.4
C=CCNC(=O)CC(=O)N/N=C/c1ccccc1[N+](=O)[O-]
  -2.4, -0.2, -0.6, -0.3
CC1=C(C(=O)Nc2ccccc2)C(c2cccc(Cl)c2)N2C(=O)CSC2=N1 (stereo not given)
  -3.5, 15.0, -0.2, 0.0
NCCSC1CC(=O)N(c2ccc(OC(F)(F)F)cc2)C1=O (stereo not given)
  -27.7, -1.8, -1.4, 0.4
Cn1c(SCc2ccc(Cl)cc2)nc2c(c1=O)SCC2
  2.8, 5.5, 0.4, 0.1
N#CC1(C(=O)Nc2cccc(C(=O)O)c2)CC2c3ccccc3C1c1ccccc12 (stereo not given)
  -0.2, -6.9, 0.8, -0.1
CC(=O)N1CCCC1C(=O)Nc1ccc(C)cc1 (stereo not given)
  -3.9, 13.5, 0.8, 0.1
CN1C2CC[C@@H]1CC(OC(=O)[C@H](CO)c1ccccc1)C2 (stereo not given in full)
  -7.0&-3.5, 15.2&-18.5, -0.1&-0.3, 0.0&0.0
CCCc1[nH]nc2c1C(c1c(Cl)cccc1[N+](=O)[O-])C(C#N)=C(N)O2 (stereo not given)
  4.8, -11.7, 3.0, 0.1
Cc1cc(C=O)c(C)n1-c1ccccc1Br
  0.2, 3.0, -0.1, -0.1
CCCCC(=O)NC(c1ccc(Cl)cc1)c1ccc2cccnc2c1O (stereo not given)
  84.7*, 27.0, -0.4, -1.4
O=C(Cc1ccc(Cl)cc1)Nc1ccc(S(=O)(=O)Nc2nccc(/C=C/c3ccccc3Cl)n2)cc1
  5.4, 4.3, -1.0, 0.0
CCOC(=O)N1CCN(CCC(=O)Nc2cc([N+](=O)[O-])ccc2OC)CC1
  2.6, 9.4, -0.6, -0.2
COC(=O)c1c(OCC2CCCCO2)cc(=O)n2c1CCN(Cc1cn(C)nc1C)CC2 (stereo not given)
  -2.9, -13.0, 1.1, 0.3

Quoted at random: 5 compounds from above, in no set order.
Results follow in this order: TEAD-YAP block, MITF inh, GPR151 ag, FBW7 activator
CCCc1[nH]nc2c1C(c1c(Cl)cccc1[N+](=O)[O-])C(C#N)=C(N)O2 (stereo not given)
  4.8, -11.7, 3.0, 0.1
CN1C2CC[C@@H]1CC(OC(=O)[C@H](CO)c1ccccc1)C2 (stereo not given in full)
  -7.0&-3.5, 15.2&-18.5, -0.1&-0.3, 0.0&0.0
O=C(Cc1ccc(Cl)cc1)Nc1ccc(S(=O)(=O)Nc2nccc(/C=C/c3ccccc3Cl)n2)cc1
  5.4, 4.3, -1.0, 0.0
Cc1cc(C=O)c(C)n1-c1ccccc1Br
  0.2, 3.0, -0.1, -0.1
Cc1ccccc1C(=O)Nc1cc(=O)n(C)c(=O)n1C
  -1.6, -4.4, 2.3, -0.4

Some of the entries so far, tab-delimited:
Molecule	TEAD-YAP block	MITF inh	GPR151 ag	FBW7 activator
Cc1ccc(CN2CCC(N3CCC(C(=O)NCc4ccccn4)CC3)CC2)cc1	3.4	10.6	-0.1	0.2
COc1ccc2nc(NC(=O)C(NS(=O)(=O)c3cccs3)C(C)C)sc2c1 (stereo not given)	14.2	4.0	-0.3	0.0
O=C(CSc1nnc(NC(=O)c2ccco2)s1)NCc1ccco1	-7.8	17.2	-0.1	-0.2
Cc1ccccc1C(=O)Nc1cc(=O)n(C)c(=O)n1C	-1.6	-4.4	2.3	-0.4

More records
Results follow in this order: TEAD-YAP block, MITF inh, GPR151 ag, FBW7 activator
CC(=O)N1CCc2c(sc(NC(=O)c3cc4cc([N+](=O)[O-])ccc4s3)c2C#N)C1
  2.2, 7.8, -0.1, -0.1
CCOC(=O)CNC(=O)Cn1nc(-c2ccc(OC)cc2)ccc1=O
  2.9, -1.5, 0.3, 0.0
COc1ccc(/C=C(\C#N)C(=O)NC2CCCCC2C)cc1O (stereo not given)
  8.7, 6.2, -2.4, 0.5
COc1ccc(C2NC(=O)NC(C)=C2C(=O)OC2CCCC2C)cc1 (stereo not given)
  5.5, 6.2, 0.5, 0.0
CC(C)CN(c1ccccc1)S(=O)(=O)c1nnc(NC(=O)C2CCCCC2)s1
  3.3, 4.9, 0.4, 0.2
Cc1cc2cc(CNS(=O)(=O)c3ccc4ccccc4c3)ccc2n1C
  7.7, -12.4, 0.0, 0.0
CCCc1ccc(OCC(=O)NC2CCCC2)cc1
  -12.2, -19.3, -1.9, 0.7
CN1CCCN(Cc2coc3c(Cl)cc(Cl)cc3c2=O)CC1
  -8.5, 55.3*, 0.5, -0.1
CSc1nnc(-c2cc3ccccc3cc2O)n1C
  -9.1, 1.1, 0.5, 0.1
O=C(Nn1c(-c2ccc(F)cc2)nc2ccccc2c1=O)c1ccc([N+](=O)[O-])cc1
  -4.3, -13.6, -0.5, -0.1
CCOc1ccc(CC(=O)Oc2coc(CSc3nccc(C)n3)cc2=O)cc1
  3.5, 14.4, 2.2, -0.1
Nn1c(CSc2nc3ccccc3o2)nnc1CSc1nc2ccccc2o1
  4.0, 0.4, -1.2, -0.2
COc1cccc(OC)c1C(=O)N=c1sc2cc([N+](=O)[O-])ccc2n1C
  0.9, -5.0, 1.2, 0.0
Cc1[nH]n2c(=O)c3c(nc2c1-c1cccs1)CCCC3
  18.1, -7.3, 0.2, -0.1
Cc1ccc(N=Cc2c(O)n(-c3ccccc3)c(=S)n(-c3ccccc3)c2=O)c(C)c1
  -7.0, -5.2, 0.1, -0.2
CCC1(CCC(=O)N(Cc2ccccc2)C[C@@H]2CCC(=O)N2)CCC(=O)N1 (stereo not given in full)
  15.6, 0.4, -1.1, 0.1
O=C(Nc1c2c(nn1-c1ccc(Cl)cc1)CSC2)C1CC1
  -5.3, 9.5, -1.1, 0.1
Cc1ccc(CNc2ncnc3sc(C(=O)N(C)CC(O)CO)c(C)c23)o1 (stereo not given)
  3.9, 14.3, -0.8, 0.2
O=C1c2cccc3cc([N+](=O)[O-])cc(c23)C(=O)N1c1ccccc1
  -13.2, -8.1, -0.2, -0.1
CCN1CCc2c(C(=O)OC)c(OCCCc3cnn(C)c3)cc(=O)n2CC1
  -2.8, -14.7, -0.9, 0.0

Record cards, as listed above.
`CCC1(CCC(=O)N(Cc2ccccc2)C[C@@H]2CCC(=O)N2)CCC(=O)N1` (stereo not given in full) is listed with TEAD-YAP block = 15.6; MITF inh = 0.4; GPR151 ag = -1.1; FBW7 activator = 0.1
`Cc1ccc(CNc2ncnc3sc(C(=O)N(C)CC(O)CO)c(C)c23)o1` (stereo not given) is listed with TEAD-YAP block = 3.9; MITF inh = 14.3; GPR151 ag = -0.8; FBW7 activator = 0.2
`CC(=O)N1CCc2c(sc(NC(=O)c3cc4cc([N+](=O)[O-])ccc4s3)c2C#N)C1` is listed with TEAD-YAP block = 2.2; MITF inh = 7.8; GPR151 ag = -0.1; FBW7 activator = -0.1

Next section:
Results follow in this order: TEAD-YAP block, MITF inh, GPR151 ag, FBW7 activator
COc1ccc(N(CC(=O)N(C)Cc2ccccc2)S(C)(=O)=O)cc1
  12.3, 14.1, 0.1, 0.2
O=c1c2ccccc2nc(/C=C/c2ccc(O)cc2)n1Cc1ccccc1
  4.2, 3.5, -1.3, 0.5
CC1(C)CC(=O)C(=CN2CCCCC2)C(=O)C1
  6.9, 2.2, 1.2, -0.1
Cc1cccc(N(CC(N)=O)S(=O)(=O)c2ccccc2)c1C
  7.3, 17.8, 1.4, 0.4
CCCCN(C)CCN1C(=O)C2C(C(=O)Nc3ccc(OC)cc3)C3C=CC2(O3)C1C(=O)NC1CCCC(C)C1C (stereo not given)
  -1.6, 6.7, -0.8, 0.4
CCCCCOC(=O)C1=C(C)N(C)C(=O)NC1c1ccccc1Cl (stereo not given)
  1.5, -3.2, 5.0*, -0.1
C=C(C)[C@@H]1CC=C(CN[C@H]2C[C@@H](C(=O)NC)N(Cc3ccccc3)C2)CC1
  2.1, 7.0, 0.7, 0.0
O=C(NCCc1ccc(Cl)cc1)c1cc(S(=O)(=O)N2CCOCC2)ccc1F
  -2.7, 16.7, 0.4, -0.1
COc1cc(C2CC(=O)NC3=C2C(=O)CC(c2cccs2)C3)cc(Br)c1O (stereo not given)
  -3.2, 11.5, -0.7, 0.1
O=S(=O)(NCC(c1ccco1)N1CCN(c2ccc(F)cc2)CC1)c1cccs1 (stereo not given)
  5.0, -5.1, 3.7, 0.0
O=[N+]([O-])c1ccc2c(c1)nnn2CNc1nonc1-c1ccccc1
  2.3, 1.6, -0.9, -0.1
CCN(CC)c1nc2c(c(=O)[nH]c(=O)n2C)n1CC(N)=O
  0.7, 1.5, -0.2, 0.2
COc1cc2ccccc2cc1C(=O)Nc1ccc2scnc2c1
  -39.7, 6.5, -1.1, 0.0
COc1cc(-c2nc(C=Nc3cc([N+](=O)[O-])ccc3C)c(O)o2)cc(OC)c1OC
  -2.6, 3.7, -1.2, 0.0
C=CCOC(=O)c1ccc[n+](CCCS(=O)(=O)O)c1
  -2.6, -16.0, -0.1, -0.2
O=C(C1CCCO1)N1CCC(O)(c2cccnc2)CC1 (stereo not given)
  -0.1, -1.5, 0.1, -0.1
CCC(=O)CC(c1ccccc1)C1C(=O)NC(=O)NC1=O (stereo not given)
  3.0, 1.1, 4.3, -0.8
CCN(CC)CCSc1nc(-c2cccc([N+](=O)[O-])c2)nc2c1c(=O)n(C)c(=O)n2C
  -4.8, -0.2, -0.4, 0.5
Cc1cc(NCc2ccccc2)nc(-c2ccc(C(=O)NC3CC3)cc2)n1
  -4.6, 12.6, -1.1, 0.1
Cc1ccc(CN2CCN(CC3=Cc4cc(Cl)ccc4OC3)CC2CCO)o1 (stereo not given)
  6.7, -3.0, -0.3, -0.1
Cn1ncc2c(NC(C)(C)C)ncnc21
  -4.5, 17.2, -1.3, 0.0
COc1ccc(-c2cc(=O)n(Cc3ccccc3)cn2)cc1
  -34.9, -4.3, 2.3, 0.1
O=C(c1cc([N+](=O)[O-])ccc1N1CCCCCC1)N1CCOCC1
  14.5, 3.5, 0.3, 0.0
OCCC1CCCCN1c1ccnc2c(-c3ccc4c(c3)OCO4)cnn12 (stereo not given)
  42.6*, 4.5, -0.3, -0.2
O=C(N/N=C/c1ccccc1)c1ccc[n+]([O-])c1
  1.2, 2.3, 1.7, -0.3
Cc1ccc(C)c(NC(=S)N2CCCCC2c2cccnc2)c1 (stereo not given)
  9.2, 3.0, -0.9, -0.2
CCOC(=O)c1cnc2c(C)cc(Cl)cc2c1Nc1ccc(C)cc1
  -0.4, 11.1, -1.7, 0.0
CCOc1ccc(N2C(=O)NC(=O)/C(=C\c3cc(OC)c(O)c([N+](=O)[O-])c3)C2=O)cc1
  -9.2, 2.5, 1.0, -0.2
COc1cc(C=C2C(=O)NC(=S)NC2=O)ccc1OCc1cccc(F)c1
  -29.4, -8.5, -0.9, 0.1
O=C(NCc1ccc2c(c1)OCO2)C(=O)N/N=C/c1c2ccccc2cc2ccccc12
  12.2, 5.7, 2.3, -0.1
COCC(=O)N(C)C(Cc1ccc(F)cc1)C1CCN(C(=O)Cc2ccsc2)CC1 (stereo not given)
  -6.0, 6.3, 1.2, 0.0
COP(=O)(OC)C(Nc1ccc(Br)cc1)c1ccc(O)cc1 (stereo not given)
  3.3, 6.3, -1.8, 0.1
CN1CCN(C(=O)Cn2ncc3c2-c2ccccc2OC3)CC1
  4.3, 14.2, -0.2, 0.2
CN(C)CCCN1C(=O)C2C3C=CC(C3)C2C1=O (stereo not given)
  -7.9, -12.6, 0.3, -0.1
NC(=S)N/N=C/c1ccc(-c2ccc(Cl)cc2)o1
  -22.0, -18.6, -0.3, -0.1
O=C(Nc1ccc(N2CCOCC2)c(Cl)c1)c1ccc(-c2ccc(Cl)cc2)o1
  -2.5, -2.8, -0.4, 0.0
CNc1cc2c(cc1[N+](=O)[O-])n(C)c(=O)n2C
  2.8, 11.1, -1.1, 0.0

A few values from the list:
Under MITF inh, O=C(c1cc([N+](=O)[O-])ccc1N1CCCCCC1)N1CCOCC1 reads 3.5
Under FBW7 activator, COc1cc(C=C2C(=O)NC(=S)NC2=O)ccc1OCc1cccc(F)c1 reads 0.1
